# Mtb RmlCD inh = M. tuberculosis RmlC/RmlD coupled enzyme inhibitors, primary screen, biochemical, compound mixtures, 384-well, from 1536-well plates. actives 0.03% (n = 160,000). RmlC+RmlD coupled enzyme assay, percent inhibition; primary screen in compound mixtures. inhibition, % at 3.6 µM; in the data active means inhibition mostly above about 34%, no sharp cut-off; further: some results filed as inactive read as strong as hits
# Target sequence (P9WH09 whole entry, looked up): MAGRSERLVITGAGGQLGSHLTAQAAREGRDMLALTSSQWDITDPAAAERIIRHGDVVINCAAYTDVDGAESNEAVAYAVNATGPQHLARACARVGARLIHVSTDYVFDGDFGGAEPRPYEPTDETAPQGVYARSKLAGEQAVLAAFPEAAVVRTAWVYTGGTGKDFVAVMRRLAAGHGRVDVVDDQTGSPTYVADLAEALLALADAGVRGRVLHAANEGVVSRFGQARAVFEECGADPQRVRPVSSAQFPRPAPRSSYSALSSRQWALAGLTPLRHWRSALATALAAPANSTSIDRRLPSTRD
# Target sequence (P9WH11 whole entry, looked up): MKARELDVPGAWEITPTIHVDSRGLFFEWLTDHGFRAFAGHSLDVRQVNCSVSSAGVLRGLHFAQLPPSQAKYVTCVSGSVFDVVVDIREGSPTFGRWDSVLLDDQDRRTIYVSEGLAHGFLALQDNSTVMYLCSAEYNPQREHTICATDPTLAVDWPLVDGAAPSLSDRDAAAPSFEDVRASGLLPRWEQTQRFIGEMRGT
# M. tuberculosis GlmU = inhibition of mycobacterial GlmU enzyme – biochemical, glucosamine-1-phosphate acetyltransferase (AID 1376); actives 0.25% (n = 220,000); Bifunctional protein GlmU (Mycobacterium tuberculosis (strain ATCC 25618 / H37Rv)); one-dose inhibition, %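 (tested at 30 µM in the primary screen)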; IC50 in µM for titrated hits; M. tuberculosis GlmU acetyltransferase enzyme assay; higher % means a stronger effect; in the data active means inhibition above about 13%;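 further: 0% = complete reaction with vehicle and 100% = reaction without substrate; strong numbers were not always called active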
# Starred values were filed as active, the others as inactive; / = not tested or not shown. These rows are one share of the data. The share of hits here may be higher or lower than overall.
# Start of the data: the first three compounds (preview)
# Value order: Mtb RmlCD inh, M. tuberculosis GlmU
CCN(CC)C(=O)CN(c1ccc(F)c(Cl)c1)S(C)(=O)=O
  -5.8, 0.0%
Cc1[nH]c(=O)nc2c1CCC2
  -3.1, -5.0%
O=c1c2cc(N3CCOCC3)ccc2[nH]c(=S)n1CCc1ccccc1
  -6.6, -3.8%

# Main list, from the first entry:
# Value order: Mtb RmlCD inh, M. tuberculosis GlmU
CCN(CC)C(=O)CN(c1ccc(F)c(Cl)c1)S(C)(=O)=O
  -5.8, 0.0%
Cc1[nH]c(=O)nc2c1CCC2
  -3.1, -5.0%
O=c1c2cc(N3CCOCC3)ccc2[nH]c(=S)n1CCc1ccccc1
  -6.6, -3.8%
CS(=O)(=O)N1CCN(C(=O)COc2ccc3ccccc3c2)CC1
  21.0, 3.6%
CCOc1cc(CNCCc2ccccc2)ccc1OCC(=O)NC(C)(C)C
  2.6, -1.8%
COc1ccccc1C(=O)Nc1nsc(-c2ccccc2)n1
  3.9, 4.5%
Cc1ccc(C(=O)NCCN2C3=NC[C@H](C)N3C[C@H]2Cc2ccc(O)cc2)cc1Br
  /, -0.7%
O=C(NCC(c1ccco1)N1CCCCC1)c1ccc2c(c1)S(=O)(=O)c1ccccc1C2=O (stereo unspecified)
  6.2, -8.1%
NC(=O)c1nsc(C(=O)N(c2ccccc2)C(C(=O)NCC2CCCO2)c2cccs2)c1N (stereo unspecified)
  30.1, -0.1%
O=C(NCC(c1ccco1)N1CCOCC1)c1ccc([N+](=O)[O-])cc1 (stereo unspecified)
  -9.8, -1.8%
CC(C)NC(=O)c1ccccc1S(=O)c1ccccc1C#N (stereo unspecified)
  41.0, 1.8%
O=c1ccc2cc3c4c(c2o1)CCCN4CCC3
  -3.2, 8.1%
Cn1nc(C(F)(F)F)c(/C=N/OCc2c(Cl)cccc2Cl)c1Cl
  15.3, -2.5%
NC(=O)c1cc2nc(-c3ccco3)cc(C(F)(F)F)n2n1
  /, 3.7%
COc1ccc(NC(=S)NC(=O)CC(C)C)c(OC)c1
  1.1, -0.1%
CCCc1[nH]n(-c2nc3ccccc3s2)c(=O)c1C=NCC(C)C
  4.2, -0.3%
CCS(=O)(=O)N1CCC(C(=O)NCCCOC)CC1
  26.0, -0.4%
O=C(NC1CCCCC1)N(Cc1cc2cc3c(cc2[nH]c1=O)OCCO3)C1CCCCC1
  -1.0, 4.8%
COc1cc(NS(=O)(=O)c2ccc(NC(=O)c3ccc(S(=O)(=O)N4CCCC4)cc3)cc2)ncn1
  9.5, -3.8%
CN(C)S(=O)(=O)c1ccc(NC(=O)CCNC(=O)c2ccc([N+](=O)[O-])cc2)cc1
  -10.6, 2.1%
COc1ccc(N2C(=O)CC(SCc3ccc(Cl)cc3)C2=O)cc1 (stereo unspecified)
  3.1, 1.9%
CC(=O)C1=C(C)N(CC2CC2)C(=O)N[C@H]1c1ccccc1
  /, 2.1%
COc1ccc(CCNc2nc(N3CCOCC3)nc(N3CCOCC3)n2)cc1OC
  13.5, 3.1%
Cc1ccccc1CN(c1ccc(C(=O)NCc2cccnc2)cc1)S(C)(=O)=O
  /, 2.1%
CCOC(=O)c1ccccc1NC(=O)CSc1nnc(Cc2cccn2C)n1-c1ccc(C)cc1
  -6.3, 2.7%
Cn1c2ccccc2c2c(C(=O)N3CCC4(CC3)OCCO4)cn(C3CCCCC3)c(=O)c21
  -9.0, 3.6%
COc1ccccc1OCC(=O)NCCNC(=O)COc1ccccc1OC
  /, 4.1%
Cc1cc(=O)oc(C)c1C(=O)NCCC(C)C
  9.7, 0.7%
CCC(C)(C)n1nnnc1C(c1ccncc1)N1CCC(Cc2ccccc2)CC1 (stereo unspecified)
  17.8, -2.9%
COC(=O)COc1ccc(C2Nc3c(Cl)ccc(C(=O)O)c3C3C=CCC32)cc1 (stereo unspecified)
  0.8, 15.8%

# Structures from the list above containing an aryl methoxy group (six):
# Value order: Mtb RmlCD inh, M. tuberculosis GlmU
COc1ccccc1C(=O)Nc1nsc(-c2ccccc2)n1
  3.9, 4.5%
COc1ccc(NC(=S)NC(=O)CC(C)C)c(OC)c1
  1.1, -0.1%
COc1cc(NS(=O)(=O)c2ccc(NC(=O)c3ccc(S(=O)(=O)N4CCCC4)cc3)cc2)ncn1
  9.5, -3.8%
COc1ccc(N2C(=O)CC(SCc3ccc(Cl)cc3)C2=O)cc1 (stereo unspecified)
  3.1, 1.9%
COc1ccc(CCNc2nc(N3CCOCC3)nc(N3CCOCC3)n2)cc1OC
  13.5, 3.1%
COc1ccccc1OCC(=O)NCCNC(=O)COc1ccccc1OC
  /, 4.1%

# Following part
# Value order: Mtb RmlCD inh, M. tuberculosis GlmU
Cc1ccc(-c2c[n+](=O)c3c(n2[O-])CCC3)cc1
  10.5, 0.0%
Cc1cc(=O)[nH]c2c1c(-c1ccccc1)nn2C
  1.3, 12.0%
COCCn1nnnc1C(c1ccc(O)c(OC)c1)N1CCc2ccccc2C1 (stereo unspecified)
  10.0, -1.7%
O=C(CCC(=O)NNC(=O)c1ccc([N+](=O)[O-])cc1)NCc1ccccc1
  2.8, 8.7%
O=C(NC(=S)NCCN1CCOCC1)c1ccccc1Br
  -8.5, 9.8%
CO/N=C/C(=N\Nc1ccc(C)cc1)C(=O)c1ccc(OC)cc1
  7.7, 2.7%
Cc1ccc2cccc(NC(=S)NC(=O)c3ccccc3)c2n1
  /, 1.6%
CCN(CC)S(=O)(=O)c1cccc(-c2nnc(SCc3nc4ccccc4s3)o2)c1
  -0.8, 3.0%
O=C(N/N=C/c1c(O)n(-c2ccc(Cl)cn2)c(=O)c2ccccc12)C1CC1
  -9.8, 0.3%
Cc1ccc(C)c(NC(=O)C2Cc3ccccc3CN2C(=O)OCc2ccccc2)c1 (stereo unspecified)
  7.5, 1.5%
COc1ccc(Cc2nc3ccccc3n2CC(=O)N/N=C/c2ccc(C)cc2O)cc1OC
  /, -0.2%
CCOc1cc2[nH]c(=O)n(CC3CCC(C(=O)NC4CCCCC4)CC3)c(=O)c2cc1OCC (stereo unspecified)
  /, 9.3%
Cc1csc(NC(=O)c2ccc(-c3ccc(Cl)cc3Cl)o2)n1
  -2.0, -6.9%
CCCCNC(=O)c1ccc2c(c1)N(CC)C(=O)CS2
  6.7, 1.9%
Cc1cc(C(=O)NN=C2C3CC4CC(C3)CC2C4)c2ccccc2n1
  40.0, 0.6%
CC(CC1C(C#N)=C(N)OC2=C1C(=O)CCC2)c1ccccc1 (stereo unspecified)
  -3.3, 0.5%
CCOc1ccc(C(=O)N2CCCC2C(=O)O)cc1 (stereo unspecified)
  /, 2.8%
CC(NC(=O)COc1ccc(N(C)S(=O)(=O)c2ccccc2)cc1)c1ccccc1 (stereo unspecified)
  5.2, 0.8%
COc1ccc(N2CCN(CC(=O)NC(=O)NC(C)(C)C)CC2)cc1
  -7.8, -1.7%
C=CCn1c(O)c(/C=C2\C=NN=C2c2ccccc2)sc1=S
  3.2, 8.5%
Cc1ccc(NC(=O)COC(=O)C2=COCCO2)c([N+](=O)[O-])c1
  11.9, -1.4%
COc1ccc(/C=C/C(=O)Nc2nc(C)c(C(=O)N(C)C)s2)cc1
  -11.2, -5.1%
CCCOc1ccc(/C=C/C(=O)O)cc1OC
  -2.3, 2.5%
Cc1ccc(S(=O)(=O)NCc2c(-c3ccccc3)noc2C)cc1
  -4.4, -9.6%
COCCCN1Cc2cccc(C(=O)O)c2C1=O
  -3.8, -0.5%
COC(=O)c1ccc(CSc2nc3c(c(=O)n2-c2ccc(F)cc2)SCC3)o1
  9.8, 2.1%
NS(=O)(=O)c1ccc(CCNC(=O)Cc2c[nH]c3ccccc23)cc1
  -0.6, 0.9%
Cc1cn2c(nc1=O)OC1C(O)C(COC(=O)c3ccccc3)OC12 (stereo unspecified)
  11.4, 7.2%
Cc1nc([N+](=O)[O-])c(Sc2nc3ccc([N+](=O)[O-])cc3[nH]2)n1Cc1ccccc1
  -8.7, 0.5%
COc1ccc2nc(N/C(N)=N/S(C)(=O)=O)nc(C)c2c1
  /, 0.9%
Cc1cccc(-n2cnc3cc([N+](=O)[O-])ccc32)c1
  /, 8.0%
NC(=O)c1ccccc1NS(=O)(=O)c1cccs1
  -8.5, -1.5%
COc1cccc(CNc2nc3nc(C)c(Cl)c(=O)n3[nH]2)c1
  -4.4, 5.6%
CCn1c(=O)cc(SCC(=O)N2CCC3(CC2)OCCO3)c2ccccc21
  /, -2.6%
Cc1cccc(/N=C/c2c(O)ccc3oc4c(c23)CCCC4)n1
  -3.6, 2.0%
O=C(NNC(=O)c1cc(-c2ccccc2)nn1-c1ccccc1)c1ccccc1
  -5.0, 3.9%
O=C(Nc1cccc(C(=O)N2CCCC2)c1)c1ccccc1Cl
  -74.5, 5.8%
CCC(C)N(C)C1CCN(C(=S)Nc2cccc(OC)c2)CC1 (stereo unspecified)
  3.4, 0.1%
COCc1cc(N2CCN(c3ccccc3F)CC2)nc(-c2ccccc2)n1
  -5.6, 0.7%
CC(=O)OC1COC(n2ccc3cc([N+](=O)[O-])ccc32)C(OC(C)=O)C1OC(C)=O (stereo unspecified)
  /, -1.9%
O=[N+]([O-])c1ccc(Cl)cc1N1CCCCC1
  /, 0.8%
Cn1c(CNc2cccc(C(F)(F)F)c2)n[nH]c1=S
  -8.0, 0.7%
COc1cccc(/C=N/Nc2nnc(C)n2N)c1OCc1ccccc1Cl
  18.6, -0.1%
COc1ccc(N(CC(=O)Nc2cccc(SC)c2)S(C)(=O)=O)cc1Cl
  /, 2.1%
COc1ccc(-n2c(C)cc(-c3cn4cccc(C)c4n3)c2C)cc1
  3.1, 1.4%
C#CCSc1nccc(-c2nn(-c3ccc(C)cc3)ccc2=O)n1
  -12.3, -0.2%
CC(C)c1ccc(/C=C/C(=O)N2CCCCCC2)cc1
  /, 3.5%
O=C(/C(Br)=C/Nc1cc(Cl)ccc1Cl)C(F)(F)F
  /, -1.7%
CC(C)OP(=O)(OC(C)C)C(Nc1ccccc1)c1cccc([N+](=O)[O-])c1 (stereo unspecified)
  -5.2, 1.0%
CCOc1cc(C)c(Cl)cc1S(=O)(=O)N(CC)CC
  /, -5.0%
CC(C)c1cc(NCC2CCCO2)n2c(nc3ccccc32)c1C#N (stereo unspecified)
  -7.8, 5.3%
CCCCC(=O)Nc1cccc2c1C(=O)N(c1ccccc1)C2=O
  /, 2.6%
CCOC(=O)N1CCN(C(=O)COC(=O)c2ccc(O)cc2O)CC1
  16.3, -1.4%
CC(N=c1ccccn1C(=O)Nc1ccc(Cl)cc1)c1ccco1 (stereo unspecified)
  18.6, 1.8%
Cc1ccc(C(=O)NCc2cccnc2)cc1S(=O)(=O)Nc1ccccc1
  8.0, -4.0%
CCSc1ncc(C#N)c(N)n1
  -9.6, 2.6%
C=CCOc1c(Br)cc(C2C3=C(CCCC3=O)N(C)C3=C2C(=O)CCC3)cc1OCC
  3.8, -1.5%
COc1ccc(NC(=O)Cn2ccc3c(OC)cccc3c2=O)cc1
  -7.2, 1.7%
Cc1ccccc1CSc1nnc(C)n1N
  -4.6, 1.6%
COC(=O)[C@@H]1CCCN1Cc1nc(Cc2ccccc2F)no1
  3.9, -5.2%

# More results follow.
# Value order: Mtb RmlCD inh, M. tuberculosis GlmU
N#CCCN1CCN(S(=O)(=O)c2ccc(S(=O)(=O)N3CCOCC3)cc2)CC1
  4.2, -3.3%
CCN1CCN(Cc2ccc(NC(=O)Nc3ccc(SC)cc3)cc2)CC1
  /, -10.0%
C/C=C/C=C\C(=O)Nc1cccc(C2=NOC3(C2)C[C@@H](C(N)=O)N(C(=O)c2cc([N+](=O)[O-])cc([N+](=O)[O-])c2)C3)c1 (stereo partly specified)
  3.3, 1.6%
COCCNC(=O)COC(=O)c1cccnc1SC
  /, -1.1%
CC(C1CC2CCC1C2)N1CC(O)=C(c2nc3ccccc3[nH]2)C1=N (stereo unspecified)
  12.7, /
COc1ccc(C(=O)NC(=S)NCCc2ccccc2)cc1
  -2.2, -1.6%
C=CCNc1nc(-c2sc(NC(C)=O)nc2C)cs1
  10.9, 7.7%
COCCn1c(SCc2nc3ccccc3c(=O)[nH]2)nnc1-c1ccncc1
  -5.5, 2.8%
Cc1ccc(NC(=O)c2cccs2)cc1S(=O)(=O)N(C)C
  4.9, -2.2%
CC12CNCC(C)(CN(C(c3ccccc3)c3ccccc3)C1)C2
  /, -2.1%
COc1ccc(C(=O)Sc2ccc(C)cc2)cc1OC
  2.5, 5.1%
O=C(COS(=O)c1ccccc1)Nc1cc(Cl)ccc1N1CCOCC1 (stereo unspecified)
  3.0, -0.2%
COc1ccc(OC)c(S(=O)(=O)N(C)CC(=O)O)c1
  /, 1.0%
N#C/C(=C/c1ccc(-c2ccc(S(N)(=O)=O)cc2)o1)C(=O)Nc1ccccc1
  -19.8, 2.1%
CC(C)(C)c1ccc(C(=O)c2c[nH]c(C(=O)NCCCN3CCOCC3)c2)cc1
  /, -4.3%
O=C(O/N=C1/CCCc2occc21)c1ccc(Cl)cc1Cl
  5.4, 2.2%
Cc1ccccc1Cn1ccc(NC(=O)CCSc2nc(-c3ccco3)cc(C(F)(F)F)n2)n1
  13.5, 1.6%
O=C(Nc1nc(-c2nc3ccccc3s2)cs1)c1ccco1
  11.3, -0.5%
NC(=O)C1CCN(C(=O)CSc2ccccn2)CC1
  1.5, 0.8%
COc1ccc(-c2nnc(SCc3nnc(-c4cccs4)o3)n2CC2CCCO2)cc1 (stereo unspecified)
  /, -1.5%
CC1CC(Nc2ccccc2)c2ccccc2N1C(=O)c1ccncc1 (stereo unspecified)
  -6.2, -3.9%

# Bioassay records (PubChem BioAssay)
